b-catenin transl: alters nuclear translocation of beta-catenin in HeLa cells; AID 1665; 190,000 tested, 0.3% active; immunofluorescence imaging; nuclear translocation activity, % at 5 µM;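 active = nuclear translocation activity above 50% at 5 µM, with a well cell count of 50 or more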;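 also: per-cell ratio of nuclear to cytoplasmic median beta-catenin stain intensity; plate controls were DMSO negative control for no effect and GSK-3 inhibitor IX positive control for full effect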
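Test system: human HeLa cells, endogenous beta-catenin. Times: 24 h compound exposure, 37°C. Measured by: beta-catenin immunofluorescence imaging with DAPI.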
WT yeast gro inh: growth inhibition of WT yeast, mitochondrial fusion screen; mitochondrial fusion phenotypic screen, WT strain; inhibition, % at 10 µM; 190,000 tested, 2.1% active; in the data active = inhibition above about 58%; tested in S. cerevisiae
MT stabilize HCS: stabilizes microtubules in HeLa cells | AID 2205 | HeLa tubulin immunostaining HCS, 24 h; share of cells brighter than vehicle mean+2SD | % tubulin-high responders, % at 10 µM | 200,000 tested, 0.83% active;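 active = plate Z-score above 3 for both tubulin-high and condensed-nucleus cell shares, with cell loss under 80%, at 10 µM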;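 also: anti alpha tubulin signal scored within the nucleus-defined area of each cell; some results filed as inactive read as strong as hits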
Insulin prom up: MIN6 insulin promoter up-regulation; MIN6 insulin promoter-GFP reporter, high-content imaging; stronger effect = higher value; z-score at 5 µM; 190,000 tested, 0.3% active;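 active = z-score above 3 at 5 µM with at least 500 cells counted in the well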
Yfh1-depleted yeast: mitochondrial function rescue without frataxin homolog – Friedreich's ataxia, plus single-dose screen, dose response (AID 1465) | fold induction at 50 µM; hits with a dose series show EC50 in µM | S. cerevisiae Yfh1-off respiration, WST-1 reduction, 72 h; higher fold induction means a stronger effect | 220,000 tested, 0.074% active;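 active = fold induction of absorbance versus untreated yeast above a set limit, then at least 30% activation at any dose in follow-up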;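 also: activators that raise dye reduction in frataxin-depleted yeast; strong numbers were not always called active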
Lipid droplet: hepatic lipid droplet formation modulation. AID 1656. inhibition, % at 6.5 µM. AML12 mouse hepatocytes, oleate lipid droplets, BODIPY imaging. 240,000 tested, 0.4% active;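 active = lipid droplet intensity inhibited by at least 50%, with more than 500 cells counted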
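Technique: fluorescence imaging, 20x objective, two fields per well / Assay system: AML12 hepatocytes (mouse) / Measure: % inhibition of lipid droplet signal / Doses: 6.5 µM single-point dosing / Incubation: overnight exposure / Reagent: 100 µM oleic acid challenge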
Dynein transport: dynein cargo transport inhibition | 3617.4 mouse cells, GR-EGFP nuclear translocation imaging; test concentration mostly 20 µM; stimulated with dexamethasone, 1 µM; stronger effect = lower value | z-score, hits read low | 220,000 tested, 0.47% active | AID 1381;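 active = plate z-score of nuclear minus cytoplasmic receptor signal below a set negative limit, without overly bright fluorescence or cell loss, cut at about -3.5 in these data, passing the limit was not always enough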;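 also: z-score of nuclear minus cytoplasmic ring GR-EGFP intensity difference per well; some compounds called inactive have numbers as strong as hits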
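Buffer or medium: tet-free, stripped-serum medium; Also added: dexamethasone, 1.0 µM final; Technique: high-content fluorescence imaging after fixation; Times: 48 h induction, 1 h compound, 30 min dex at 37 °C; Read-out: per-cell GR-EGFP intensity, nucleus versus surrounding cytoplasmic ring, well-averaged.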
Autophagy mod: modulators of autophagy | MEF GFP-LC3 puncta imaging; test concentration mostly 10 µM | calls only at 10 µM (by protocol) | 190,000 tested, 0.98% active | AID 463193;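 active = percentage of spot-positive cells more than 3 SD above its plate mean, without a fluorescence outlier flag or 80% toxicity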;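 also: spot-positive cell cutoff set from DMSO-treated cells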
HEK293 NOD2/NF-kB: inhibition of NOD2-driven NF-kB reporter – cell-based, luminescence, uHTS, HEK293 (AID 1566); 290,000 tested, 0.63% active; HEK293 NOD2/NF-kB luciferase reporter, luminescence; higher % means a stronger effect; inhibition, % at 4 µM, or EC50 in µM where a hit was titrated; in the data active = inhibition above about 50%; also: many of its hits are not listed in these tables
WT yeast gro inh mutant strain: also measured in WT yeast gro inh; calls as there; inhibition, %; mitochondrial fusion phenotypic screen, mutant strain inhibition
Dynein transport cytoplasmic EGFP: also measured in Dynein transport; calls as there; z-score; measured here: cytoplasmic GR-EGFP intensity; stronger effect = higher value
Dynein transport nuclear GR-EGFP: recorded beside Dynein transport, whose call it bears; z-score; measured here: nuclear GR-EGFP intensity;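 lower value marks the stronger effect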
Dynein transport cell count: further read-out of Dynein transport, marked with its call; z-score; measured here: cell count per field
Insulin prom up cell count: further read-out of Insulin prom up, marked with its call; cell count; measured here: cytotoxicity, nuclei count;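 total cells summed across four imaged fields per well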
Lipid droplet cells 6.5 µM: recorded beside Lipid droplet, whose call it bears; cell count; measured here: cell count, cytotoxicity flag;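 cells counted across two imaged fields per well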
b-catenin transl cell count 5 µM: second read-out of b-catenin transl, no call of its own (marks repeat the call); cell count; measured here: cell count, cytotoxicity flag
MT stabilize HCS Hoechst-high %: second read-out of MT stabilize HCS, no call of its own (marks repeat the call); % Hoechst-high responders; measured here: nuclear condensation Hoechst responders;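 share of cells brighter than vehicle mean plus two SD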
MT stabilize HCS cytotoxicity %: further read-out of MT stabilize HCS, marked with its call; toxicity, %; measured here: cytotoxicity by cell density;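 0% = mean cell density of plate MIN control wells and 100% = no cells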
Autophagy mod cell loss 18 h: also measured in Autophagy mod; calls as there; toxicity, %; measured here: cell loss, nuclei count;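 cell loss after 18 h compound exposure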
* marks the source's active call; other numbers are inactive results; i = inactive; . = no result given. Only part of the results is shown, so the mix of outcomes need not match the whole.

Compound	b-catenin transl	b-catenin transl cell count 5 µM	WT yeast gro inh	WT yeast gro inh mutant strain	MT stabilize HCS	MT stabilize HCS Hoechst-high %	MT stabilize HCS cytotoxicity %	Insulin prom up	Insulin prom up cell count	Yfh1-depleted yeast	Lipid droplet	Lipid droplet cells 6.5 µM	Dynein transport	Dynein transport cytoplasmic EGFP	Dynein transport nuclear GR-EGFP	Dynein transport cell count	Autophagy mod	Autophagy mod cell loss 18 h	HEK293 NOD2/NF-kB
CCC1CCCCN1S(=O)(=O)Cc1ccccc1Cl (stereo not drawn)	-2.0	1006	0.5	1.4	1.9	2.1	6.8	0.11	1685	i	0.5	630	0.0813	-0.299	0.189	0.302	i	-33.8	-9.3%
CC(C)NC(=O)CSc1nnc(COc2ccccc2Cl)o1	.	.	-5.5	-2.5	2.5	1.6	7.2	0.6	849	i	3.2	765	-0.145	-0.227	0.12	1.12	i	7.4	4.9%
CCN(C(=O)CCS(=O)(=O)c1ccc(Br)cc1)c1ccc2c(c1)OCO2	-0.7	1030	6.8	2.9	5.7	1.7	5.6	1.14	1360	i	-0.1	799	-0.804	-0.139	-0.133	1.77	i	6.7	5.4%
COc1ccc(N=C(c2ccccc2)c2c(C)[nH]n(-c3ccccc3)c2=O)c(OC)c1	0.0	1345	.	.	.	.	.	-1.29	1206	i	9.8	713	0.126	-0.278	0.489	-0.311	.	.	19.6%
CN(C)CCN1C(=O)C(O)=C(C(=O)c2ccco2)C1c1ccccc1F (stereo not drawn)	.	.	-19.5	-9.7	2.3	2.8	20.6	0.03	1048	i	6.7	719	-0.42	0.0236	-0.07	0.342	i	4.9	11.7%
CC(=O)c1cccc(S(=O)(=O)N2CCN(c3nc4cc(C)cc(C)c4cc3C#N)CC2)c1	0.8	1144	5.5	11.5	6.5	5.1	3.8	-3	1305	.	.	.	0.802	-0.271	0.972	-1.21	i	11.1	4.1%
Cc1cccc(NC(=O)C2CCN(S(=O)(=O)c3c(C)nn(C)c3C)CC2)n1	-1.8	1155	-0.2	1.5	3.7	3.0	8.6	-0.76	1979	i	17.4	676	-0.799	-0.193	-0.1	0.407	i	-1.1	15.0%
Cc1ccc(NC(=S)N(CCCN2CCN(C)CC2)Cc2cccs2)cc1	-3.0	991	-7.5	-10.0	1.9	1.1	1.9	-0.22	1621	i	-0.5	671	-1.03	-0.145	-0.651	-0.677	i	-6.9	7.5%
COc1cc(NS(=O)(=O)c2ccc(NC(C)=O)cc2)ncn1	.	.	4.5	10.4	1.4	1.1	7.9	0.36	893	i	10.1	781	-0.266	0.0303	0.193	0.3	i	-8.0	8.0%
COCCOC(=O)C1=C(C)Nc2ncnn2C1c1ccco1 (stereo not drawn)	-0.2	1282	.	.	.	.	.	1.01	1142	i	4.1	737	-1.24	-0.25	-0.703	1.52	.	.	-4.5%
CC1(C)CC(=O)C(C=NCC2CCN(C(=S)Nc3cccc(Cl)c3)CC2)=C(O)C1	-5.6	1111	2.8	9.6	4.0	2.7	6.6	-1.72	1544	i	-2.9	590	-0.523	-0.249	-0.246	0.983	i	21.5	1.6%
Cc1ccc(Nc2nc(N)nc(CN3CCN(C)CC3)n2)cc1C	-1.9	744	-18.9	-3.9	5.3	3.5	7.3	-0.34	1524	i	.	.	0.469	-0.161	0.5	-0.807	i	15.6	-6.4%
COc1cc(C(=O)N(Cc2ccc(F)cc2)C2CCS(=O)(=O)C2)cc(OC)c1OC (stereo not drawn)	-3.9	1021	-14.9	4.6	2.6	2.3	8.2	-0.62	1406	i	.	.	-0.0574	-0.154	0.822	-0.399	i	-20.2	2.6%
CCOc1cc2c(cc1/C=C(/C#N)c1ccc(C(=O)O)cc1)OCO2	-2.0	1116	-21.3	1.0	1.5	2.2	6.9	0.27	1113	i	-9.2	679	-1.01	-0.205	-0.68	1.32	i	-0.6	-9.9%
O=C(COC(=O)c1cccc(NS(=O)(=O)c2ccc(F)c(F)c2)c1)NC(=O)NC1CCCC1	-3.3	1130	-12.5	3.3	3.3	2.1	9.6	-0.15	1351	i	-1.0	705	-0.167	-0.235	-0.0681	-0.177	i	5.4	13.3%
COc1ccc(N2CCN(C(=O)CSc3ncccc3-c3nc4ccccc4[nH]3)CC2)cc1	-1.0	972	17.6	17.9	4.0	2.1	0.6	-1.23	1079	i	.	.	-0.12	-0.235	0.387	-0.618	i	-3.9	1.8%
O=c1c2cc(Br)ccc2[nH]c(=S)n1Cc1cccnc1	-0.2	1264	-1.0	-1.3	2.7	1.3	7.6	0.08	1621	.	.	.	0.549	-0.215	0.881	0.364	i	-30.2	11.1%
N#Cc1cccc(C(c2nnnn2Cc2ccccc2)N2CCCC2)c1 (stereo not drawn)	-5.1	1006	19.1	23.8	1.8	1.4	15.5	0.24	1319	i	.	.	-0.777	-0.208	-0.284	0.21	i	40.7	-0.8%
COc1ccc(C2(O)CCN(CC(=O)Nc3nc(-c4ccccc4)cs3)CC2)cc1	2.3	1060	35.3	16.0	1.8	2.9	6.2	-1.3	1234	i	-9.0	695	-0.604	-0.161	-0.339	0.43	i	10.3	8.6%
COc1ccc(-c2cc(C#N)nc(Cl)n2)cc1	0.6	1324	.	.	.	.	.	0.59	827	i	-0.6	726	1.42	-0.2	1.13	-0.921	.	.	-15.4%
COC(=O)COc1nsnc1N1CCOCC1	-0.6	1093	1.0	15.1	3.4	2.1	7.7	0.68	695	i	5.4	769	0.85	1.19	0.425	-0.484	i	-0.3	0.7%
COc1cc2c(cc1NC(=O)COC(=O)[C@@H](NC(=O)c1ccccc1)C(C)C)oc1ccccc12	-0.8	1036	-2.0	35.1	3.7	1.9	5.9	-1.32	1368	i	-11.9	645	-0.0108	-0.242	-0.152	-0.128	i	14.7	-22.4%
Cc1ccc(Cl)cc1N1CCN(C(=O)c2ccc3nc[nH]c3c2)CC1	-2.7	525	-16.4	3.1	2.1	2.9	6.5	0.05	1302	i	1.2	681	0.808	-0.0998	0.549	-1.65	i	-1.4	8.8%
O=C(NCc1ccc(F)cc1)C1CCC(=O)N1C1CCCCC1 (stereo not drawn)	0.1	1329	9.3	1.4	3.7	2.0	6.6	-0.13	1566	i	.	.	-1.01	-0.359	-0.76	1.16	i	-2.7	24.1%
CCOC(=O)C1(P(=O)(c2ccccc2)c2ccccc2)CCC1	2.4	914	22.3	17.9	4.3	2.7	10.7	0.17	904	i	-21.5	778	0.263	-0.269	0.119	1.62	i	-3.4	3.4%

Record cards, as listed above.
`N#Cc1cccc(C(c2nnnn2Cc2ccccc2)N2CCCC2)c1` (stereo not drawn) in the list: b-catenin transl = -5.1; b-catenin transl cell count 5 µM = 1006; WT yeast gro inh = 19.1; WT yeast gro inh mutant strain = 23.8; MT stabilize HCS = 1.8; MT stabilize HCS Hoechst-high % = 1.4; MT stabilize HCS cytotoxicity % = 15.5; Insulin prom up = 0.24; Insulin prom up cell count = 1319; Yfh1-depleted yeast = i; Lipid droplet = .; Lipid droplet cells 6.5 µM = .; Dynein transport = -0.777; Dynein transport cytoplasmic EGFP = -0.208; Dynein transport nuclear GR-EGFP = -0.284; Dynein transport cell count = 0.21; Autophagy mod = i; Autophagy mod cell loss 18 h = 40.7; HEK293 NOD2/NF-kB = -0.8%
`COc1ccc(N2CCN(C(=O)CSc3ncccc3-c3nc4ccccc4[nH]3)CC2)cc1` in the list: b-catenin transl = -1.0; b-catenin transl cell count 5 µM = 972; WT yeast gro inh = 17.6; WT yeast gro inh mutant strain = 17.9; MT stabilize HCS = 4.0; MT stabilize HCS Hoechst-high % = 2.1; MT stabilize HCS cytotoxicity % = 0.6; Insulin prom up = -1.23; Insulin prom up cell count = 1079; Yfh1-depleted yeast = i; Lipid droplet = .; Lipid droplet cells 6.5 µM = .; Dynein transport = -0.12; Dynein transport cytoplasmic EGFP = -0.235; Dynein transport nuclear GR-EGFP = 0.387; Dynein transport cell count = -0.618; Autophagy mod = i; Autophagy mod cell loss 18 h = -3.9; HEK293 NOD2/NF-kB = 1.8%

(more compounds)
Compound	b-catenin transl	b-catenin transl cell count 5 µM	WT yeast gro inh	WT yeast gro inh mutant strain	MT stabilize HCS	MT stabilize HCS Hoechst-high %	MT stabilize HCS cytotoxicity %	Insulin prom up	Insulin prom up cell count	Yfh1-depleted yeast	Lipid droplet	Lipid droplet cells 6.5 µM	Dynein transport	Dynein transport cytoplasmic EGFP	Dynein transport nuclear GR-EGFP	Dynein transport cell count	Autophagy mod	Autophagy mod cell loss 18 h	HEK293 NOD2/NF-kB
COc1ccc(-c2oc3ncn(Cc4ccco4)c(=N)c3c2-c2ccc(OC)cc2)cc1	-2.4	1353	4.1	-4.2	1.7	1.2	0.4	-0.9	679	i	.	.	0.269	-0.208	-0.0824	-0.257	i	23.0	8.2%
COC(=O)c1ccc(NC(=O)C2CCCN(S(=O)(=O)c3cnc[nH]3)C2)cc1 (stereo not drawn)	.	.	-2.5	7.5	2.2	2.7	3.6	1.07	951	i	.	.	-0.48	-0.12	-0.211	0.192	i	6.6	-9.7%
CCn1ccnc1CN(C)Cc1nc(-c2cccc(Cl)c2)no1	-7.5	973	25.6	28.9	4.2	2.7	0.6	-0.58	1444	i	-14.5	746	-0.711	-0.291	-0.542	0.931	i	14.3	-35.5%
COc1ccc(/C=C/c2ccccc2)cc1[C@H]1[C@@H]2C=CCC[C@@]2(C)C(=O)N1Cc1ccccc1	-0.1	1150	.	.	.	.	.	.	.	i	-0.4	668	-1	-0.754	-0.311	0.233	.	.	-22.2%
O=C(NCc1ccco1)c1cccc(NC(=O)c2ccccc2)c1	.	.	-11.5	4.5	2.4	1.9	3.9	-1.76	1189	i	8.2	720	-0.326	-0.256	-0.131	1.87	i	0.8	-18.6%

Compound activity deposited in PubChem BioAssay by several laboratories.
